Source: PubChem BioAssay (several laboratories)
CAL PDZ FP-1 = human CAL PDZ-peptide interaction inhibition; AID 504414; 330,000 compounds, 0.02% hits; purified CAL PDZ, TMR-peptide fluorescence polarization, 1 h; inhibition, % at 20 µM;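 active means highest replicate inhibition of at least 40%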;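 further: plate controls were DMSO neutral control wells for no effect and unlabeled competitor peptide control wells for full effect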
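Test system: purified CerCALP PDZ construct; Compound dosing: one concentration, 20 µM compound; Also added: TMR-labelled reporter peptide T*-PRC34 bound in PDZ groove; Read-out: inhibition from polarization loss; Controls: unlabelled peptide and DMSO controls; Signal: FP readout, S and P plane fluorescence; Incubation: 1 h at RT.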
MITF TRPM1 HTS = MITF TRPM1 promoter activation in melanoma cells; SK-MEL-5 TRPM1-promoter luciferase, 24 h; % of positive control, neutral wells = 0; activation, % at 12.5 µM; 300,000 compounds, 0.75% hits; AID 588334;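 active means mean activation of at least 80% with every replicate also reaching 80%; inconclusive means mean reaches 80% but some replicate falls short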;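 further: 0% = neutral control wells and 100% = parthenolide positive control wells; values of inactives mirror those of a sister screen read the other way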
Tat transport = E. coli Tat transport inhibition. inhibition, % at 10 µM. 340,000 compounds, 0.036% hits. E. coli MC4100 TorA-mCherry Tat export, fluorescence;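 active means mean replicate inhibition at least 50% and at least half of replicates individually reaching 50%; inconclusive means only one of the two criteria met; inactive means neither criterion met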;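 further: exported cargo escapes ClpAP degradation while cytoplasmic cargo is degraded and loses fluorescence; 0% = median of neutral control wells and 100% = median of NaSCN control wells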
AddAB inh = less growth of phage-infected E. coli with AddAB; inhibition, % at 11.9 µM; E. coli expressing H. pylori AddAB, absorbance growth; AID 435030; 330,000 compounds, 0.29% hits; in the data active means inhibition above about 12%;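 further: 0% = vehicle wells of infected cells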
SR-BI DiI inh = blocks mouse SR-BI lipid uptake from DiI-HDL; ldlA[mSR-BI] CHO cells, DiI-HDL uptake fluorescence, 3 h; inhibition, % at 12.5 µM; AID 488896; 320,000 compounds, 0.96% hits;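 active means mean replicate inhibition of at least 70% and a set share of replicates each scoring 70 or more; inconclusive means meets just one of the two criteria; inactive means fails both criteria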;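 further: 0% = median of neutral control wells and 100% = median of positive control wells; values of inactives mirror those of a sister screen read the other way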
Target sequence (Q61009 whole entry, looked up): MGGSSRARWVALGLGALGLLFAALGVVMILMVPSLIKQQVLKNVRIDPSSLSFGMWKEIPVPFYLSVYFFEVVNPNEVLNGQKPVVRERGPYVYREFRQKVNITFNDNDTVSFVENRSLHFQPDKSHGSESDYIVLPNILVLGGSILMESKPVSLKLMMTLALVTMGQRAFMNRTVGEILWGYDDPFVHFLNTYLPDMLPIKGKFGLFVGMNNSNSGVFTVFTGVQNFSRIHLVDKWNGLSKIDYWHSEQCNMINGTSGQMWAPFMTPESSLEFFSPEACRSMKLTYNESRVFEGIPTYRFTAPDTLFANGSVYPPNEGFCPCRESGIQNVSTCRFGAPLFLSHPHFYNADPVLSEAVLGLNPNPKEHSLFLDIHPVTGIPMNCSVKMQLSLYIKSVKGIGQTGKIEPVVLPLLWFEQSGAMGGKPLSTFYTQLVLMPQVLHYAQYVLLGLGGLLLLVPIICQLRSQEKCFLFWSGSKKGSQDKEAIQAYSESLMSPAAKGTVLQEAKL
CAL PDZ FP-2 = CAL PDZ (human) peptide binding inhibition; purified CAL PDZ, TMR-peptide fluorescence polarization, 1 h; AID 602252; 300,000 compounds, 0.92% hits; inhibition, % at 24.9 µM;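 active means mean inhibition of at least 30% with at least half of replicates also reaching 30%; inconclusive means no clear call, values can overlap the other calls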;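 further: 0% = DMSO neutral control and 100% = excess unlabeled competitor peptide PRC23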
phage Ecoli inh = E. coli growth loss with phage present. AID 651602. inhibition, % at 11.9 µM. 360,000 compounds, 0.26% hits. growth absorbance; in the data active means inhibition above about 11%
SR-BI uptake up = SR-BI HDL lipid transfer activation. CHO ldlA[mSR-BI] cells, DiI-HDL uptake fluorescence, 3 h; 100 = double the neutral-control signal. activation, % at 12.5 µM. 320,000 compounds, 0.096% hits. AID 504775;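 active means mean replicate activation of at least 60% and every replicate at or above 60%; inconclusive means mean or all-replicate condition met, but not both; inactive means mean below 60% and not all replicates reaching 60%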;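 further: 0% = median plate neutral-control signal and 100% = twice that signal; values of inactives mirror those of a sister screen read the other way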
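Assay system: CHO ldlA[mSR-BI] cells, LDL receptor-null, SR-BI overexpressing; medium: Ham's F12 with 0.5% BSA, HEPES 25 mM, pH 7.4; also added: DiI-HDL 10 µg/mL; timing: 3 h uptake period with compound, 37 °C; signal: DiI fluorescence, bottom read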
E coli growth = bacterial growth inhibition, counter-screen for AddAB inhibitors; E. coli V3065 growth, OD600 absorbance, 18 h; inhibition, % at 11.9 µM; 330,000 compounds, 0.27% hits; AID 449728;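 active means inhibition above the campaign's mean inhibition across all tested compounds plus 3 SD, cut at about 9.9% in these data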;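 further: uninfected addAB+ strain grown without phage in ampicillin broth; 0% = DMSO wells and 100% = ciprofloxacin 0.95 µg/ml wells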
Wnt act = activators of Wnt/beta-catenin signaling. Wnt/beta-catenin reporter cell assay, activator, plate reader. 300,000 compounds, 1.2% hits. AID 743398. activation, % at 9.35 µM; in the data active means activation above about 30%, passing the limit was not always enough; inconclusive means no clear call, values can overlap the other calls;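 further: 0% = neutral control wells and 100% = positive control wells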
The depositor's hits bear a star; ? = inconclusive; · = no result given. No enrichment for hits. Share with any hit: about 3.6%.

SMILES	CAL PDZ FP-1	MITF TRPM1 HTS	Tat transport	AddAB inh	SR-BI DiI inh	CAL PDZ FP-2	phage Ecoli inh	SR-BI uptake up	E coli growth	Wnt act
O=C(NN1CCOCC1)c1cc(S(=O)(=O)Nc2cccc(C(F)(F)F)c2)ccc1Cl	-1.0	16.4	-3.2	1.5	-8.9	-7.3	1.6	8.9	0.7	-6.1
CCN(C(=O)COc1cccnc1[N+](=O)[O-])C1CCS(=O)(=O)C1 (centres undefined)	-0.1	-0.9	3.7	4.8	-19.0	-3.6	4.3	19.0	5.3	·
O=C1CS/C(=N\C(=O)N2c3ccccc3Sc3ccccc32)N1	-3.0	-3.9	5.4	0.2	-5.8	·	2.3	5.8	-0.2	1.0
Cc1ccc(CSC2=NCCN2C(=O)c2ccc([N+](=O)[O-])cc2)cc1	-2.8	-9.0	13.4	6.3	0.8	0.2	2.4	-0.8	1.5	-0.5
COc1cc(C2=NOC(C(=O)N3CCN(c4ccc(F)cc4)CC3)C2)cc(OC)c1OC (centres undefined)	-0.4	6.8	-1.8	3.0	79.0*	-0.6	2.0	-79.0	0.1	·
COc1cccc(NS(=O)(=O)c2ccc3[nH]cc(C(=O)NC4CC4)c(=O)c3c2)c1	-2.2	-2.6	-8.6	·	-17.2	-2.3	2.6	17.2	·	·
Cc1[nH]nc2nc(SCC(=O)NC3CCCCC3)n(-c3ccc(Br)cc3)c(=N)c12	-2.1	-24.9	2.5	3.7	-6.6	-2.8	2.0	6.6	-0.7	-11.3
O=C(CC(Nc1ccccc1Cl)C(=O)O)c1ccccc1 (centres undefined)	-0.5	-3.0	-2.3	-1.4	-10.9	15.1	5.0	10.9	-0.3	-2.3
COc1ccc(CCC(=O)NCCc2nc3ccccc3[nH]2)cc1	-1.2	-5.4	-2.3	0.3	-9.3	-3.9	2.5	9.3	1.6	-0.2
CCC(=O)Nc1ccc2nc(SCC(=O)N3CCOCC3)sc2c1	-1.5	-1.2	6.8	-1.1	-22.1	-5.6	4.2	22.1	-0.4	-0.5
O=C(NCCCN1CCCC1=O)C(=O)NCC1OCCN1S(=O)(=O)c1ccc(Br)cc1 (centres undefined)	0.6	-7.2	-1.7	-0.9	-15.9	-2.2	1.6	15.9	0.8	0.6
COc1ccc(NC(=O)C2CCCNC2=O)cc1 (centres undefined)	-0.8	-4.4	-0.3	·	-1.7	-5.5	1.8	1.7	·	-0.7
CC1Sc2ccc(S(=O)(=O)CCC(=O)N(C)Cc3ccco3)cc2NC1=O (centres undefined)	-2.4	6.2	-1.6	2.1	-22.1	-3.0	-1.7	22.1	1.4	-1.8
COc1cccc(C(=O)OCCN2CCOCC2)c1	-1.6	8.5	-3.9	-1.1	-4.0	-3.2	3.8	4.0	-1.4	1.5
COc1ccc2ccc(O)c(CN3CCN(S(=O)(=O)c4cc([N+](=O)[O-])ccc4C)CC3)c2c1	-0.8	-3.9	-0.5	0.3	21.6	·	0.6	-21.6	-0.2	-3.7
O=C(O)CC(CC(=O)Nc1ccc(C(=O)O)cc1)c1ccccc1 (centres undefined)	-2.3	-4.0	0.1	1.6	·	-2.4	3.2	·	-1.0	-2.7
CCC(C)NC(=O)Cn1ccc2cc(S(=O)(=O)N3CCCCCC3)ccc21 (centres undefined)	-2.7	0.5	-4.3	2.2	5.3	-4.9	1.9	-5.3	0.8	0.1
N#CCSc1nccc(-c2cc(Cl)sc2Cl)n1	-0.4	6.2	-2.3	3.1	-0.6	-3.5	2.1	0.6	-0.3	·
CCOC(=O)C1(CCc2ccccc2)CCN(C(=O)c2ccoc2)CC1	0.0	21.2	-2.1	1.3	22.5	-3.5	2.7	-22.5	3.7	-0.4
Cc1ccccc1NC(=O)CSc1nnnn1C	-1.2	-10.1	-4.8	-0.6	5.6	-4.8	1.0	-5.6	1.2	·
N#CC1=C(N)OC2=C(C(=O)CC(c3ccccc3)C2)C1c1cccnc1 (centres undefined)	0.7	-8.0	-8.2	2.2	-7.8	-0.2	-0.1	7.8	-1.4	-5.5
CCCOc1ccc(Cn2c(O)cc(=O)[nH]c2=O)cc1	-1.3	12.5	-4.4	3.3	-8.4	-0.7	0.9	8.4	-0.8	·
CCCn1nnc(NC(=S)NC(=O)c2ccc(-c3ccc(Br)cc3)o2)n1	0.2	·	-5.9	3.3	18.9	7.9	2.7	-18.9	1.5	-0.1
COc1ccc(CNC(=O)c2c(O)c3cc(OC)c(OC)cc3[nH]c2=O)cc1OC	-0.5	13.7	1.9	·	26.8	-1.1	-0.2	-26.8	·	-0.6
Cc1cc(C)cc(OCC(=O)NN2C(=O)c3ccccc3C2=O)c1	-2.5	7.1	21.1	0.2	-6.1	-2.3	1.9	6.1	1.0	-3.8
(next part)
SMILES	CAL PDZ FP-1	MITF TRPM1 HTS	Tat transport	AddAB inh	SR-BI DiI inh	CAL PDZ FP-2	phage Ecoli inh	SR-BI uptake up	E coli growth	Wnt act
CCc1cc(C(=O)c2ccc(OC)cc2)c(NC(=O)CN2CCCC2)s1	-1.1	-7.4	12.8	0.4	37.7	8.1	-2.9	-37.7	0.7	-3.7
N=c1c2c3c(sc2ncn1CCCO)CCCC3	-0.2	-8.5	-1.4	0.7	16.2	-8.2	2.8	-16.2	-0.4	·
O=C(CCc1ccccn1)N1CCCC(N2CCN(c3ccc(F)cc3)CC2)C1 (centres undefined)	-2.6	-3.9	-1.1	·	11.0	-3.2	3.5	-11.0	·	-0.7
CCC(C)(C)n1nnnc1C(c1ccc(O)cc1)N1CCc2ccccc2C1 (centres undefined)	-0.9	-11.8	-3.4	1.7	7.2	-4.0	4.2	-7.2	-0.6	-1.3
Cc1ccccc1CN(c1ccc(C(=O)N2CCN(C)CC2)cc1)S(C)(=O)=O	·	·	·	-1.5	·	·	1.4	·	-1.1	-0.2
COc1ccc(OCCN2C(=O)c3ccccc3C2=O)c([N+](=O)[O-])c1	0.1	44.8	2.3	-0.1	1.9	-2.7	2.3	-1.9	-0.4	6.5
Cn1c(Cl)c(/C=N/OC(=O)c2ccc(Cl)cc2)c2ccccc21	-0.5	10.4	7.7	4.5	0.2	-1.1	1.4	-0.2	-1.0	-5.4
Cc1ccc(C(=O)N/C(=C\c2cccs2)C(=O)NCc2ccncc2)cc1	-2.9	3.5	-0.3	0.2	-12.6	·	0.9	12.6	0.4	-2.7
Cc1cccc(COCC(Cc2ccccc2)N2CCN(C(=O)c3ccc(C(F)(F)F)cc3)CCC2=O)c1 (centres undefined)	-1.3	-9.2	19.8	1.1	4.3	-3.8	·	-4.3	0.1	·
CO/N=C/NC(=O)c1c(OC)ccnc1Oc1ccc(Cl)cc1	-2.2	-2.0	-3.1	-1.0	-0.6	-3.0	-1.6	0.6	-0.1	·
Cc1cc(F)ccc1N1CCC(N2CCN(CCC(C)C)C(CCO)C2)CC1 (centres undefined)	-2.2	-5.4	-1.7	1.6	-18.5	-0.5	1.4	18.5	3.5	-1.0
COc1ccc(OC)c(NC(=O)C2CCCN(S(=O)(=O)c3ccc(-n4cnnn4)cc3)C2)c1 (centres undefined)	-0.9	·	-7.1	2.5	·	-7.6	1.2	·	-0.6	-3.0
O=C(Nc1ccc2c(c1)OCO2)c1sc2cc(Cl)ccc2c1Cl	0.3	38.9	4.8	3.7	9.9	1.1	-0.2	-9.9	1.0	·
O=C(c1ccccc1Cl)N1CCN(c2ncccn2)CC1	·	·	·	0.9	·	·	0.9	·	-1.6	-0.8
CCC(=O)Nc1nnc(SCC(=O)NCCc2ccc(OC)c(OC)c2)s1	0.1	3.0	-5.5	5.0	-24.7	-3.1	2.5	24.7	0.6	-1.3
C[C@]1(OC(=O)/C=C/c2ccccc2)C[C@@H](O)[C@]2(O)C=CO[C@@H](O[C@@H]3O[C@H](CO)[C@@H](O)[C@H](O)[C@H]3O)[C@@H]21	0.5	-0.4	14.0	-3.0	7.7	0.9	1.3	-7.7	-0.8	3.5
O=C(Cc1ccccc1F)Nc1ccccc1N1CCCC1	0.7	-2.6	2.4	·	-1.8	-4.8	2.4	1.8	·	-2.1
NS(=O)(=O)c1ccc(NC(NC(=O)c2cccnc2)C(Cl)(Cl)Cl)cc1 (centres undefined)	-0.3	1.8	0.7	0.7	-1.7	-2.6	3.6	1.7	-0.9	-1.5
COc1ccccc1NC(=O)c1cc(C)nc2ccccc12	-1.5	-8.0	0.4	1.9	?	-1.2	4.9	-71.5	-0.1	-1.9
CC(=O)Nc1ccc(C(=O)OCC(=O)NCCC2=CCCCC2)cc1	-2.7	-9.4	12.1	·	-17.6	-0.9	2.1	17.6	·	-0.8
N[C@@H](Cc1ccccc1)C(=O)N1CCC(C(=O)NCC(=O)NCC(=O)O)CC1	0.2	-1.5	-5.9	-2.4	8.2	6.6	0.6	-8.2	0.5	2.4
CCN(CC)CCCNc1nc2ccccc2c2nc(-c3ccncc3)nn12	-2.7	12.4	6.4	1.2	9.9	2.5	0.8	-9.9	-0.8	0.9
CC(=O)Nc1ccc(OC(=O)c2cc3cc(Br)cc(Br)c3oc2=O)cc1	·	·	·	-1.0	·	·	4.5	·	-1.3	5.3
COc1cc(C(=O)Nc2nnc(C3=COCCO3)o2)cc(OC)c1OC	-0.6	-7.5	-9.8	0.9	-3.7	-4.1	0.8	3.7	-0.2	-1.1
CN(C(=O)c1ccc2c(c1)OCO2)C1(C(=O)NC2CCCC2)CCCCC1	-2.2	5.5	-2.0	0.9	1.0	-6.3	0.8	-1.0	-1.7	-0.5
O=C(Nc1ccccc1N1CCCCC1)c1ncoc1-c1cccc(F)c1	-0.1	-3.0	-0.8	0.3	36.4	-0.1	2.8	-36.4	0.2	-8.2
O=C(c1ccccc1)C1CCN(C(=O)c2cccs2)CC1	0.3	2.7	7.7	2.1	-5.7	-5.2	2.0	5.7	2.0	2.2
CC[C@]12c3[nH]c4cc(CCC(=O)N(C)C)ccc4c3CCN1C(=O)[C@@H](CC(=O)NCc1ccco1)C[C@@H]2C(=O)N1CCN(C(=O)c2ccco2)CC1	1.1	4.3	-1.0	-0.7	2.9	-0.7	3.1	-2.9	-0.2	-2.8
COCCn1c(SCC(=O)NCc2ccccc2)nnc1-c1ccco1	-0.7	·	4.2	-3.7	3.2	-3.3	3.5	-3.2	-1.6	29.1
O=C(CNC(=O)c1ccc2c(c1)OCCO2)N/N=C/c1ccc(Cl)cc1	-1.7	8.8	0.3	-0.2	9.6	69.7*	3.1	-9.6	0.3	0.5
